High-throughput results: PubChem BioAssay, National Center for Advancing Translational Sciences (NCATS)
CCT modulator: cytosolic chaperonin activity modulation; 360,000 tested, 0.3% active; activity change, % (concentration not given with the values), hits read low; AID 651819; purified chaperonin ATPase assay, HTRF ADP detection, 30 min; in the data active = activity change below about -30%; note: % is set by controls: 0 for no effect and ±100 for the full control effect
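TRiC (40 or 20 nM final, by batch activity) in 30 mM Tris pH 7.4, 100 mM KCl, 5 mM MgCl2, 1 mM DTT was treated with compound at 76 uM single dose, then 10 uM ATP, 30 min at 37 °C. ADP was read by HTRF Transcreener.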
Nrf2 activator: activates Nrf2 signaling; AREc32 ARE-luciferase reporter (MCF7-derived line), luminescence, 24 h; Potency, µM (doses to about 46.1 µM), without a hit: at the top dose activation, most hits filed as activators; 410,000 tested, 0.31% active; AID 624171; note: potency is the fitted concentration of half-maximal effect; % of control where 0% means no effect; nearly all actives have a fitted effect of over 65% in size
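Luciferase luminescence (Steady-Glo, 30 min at room temperature) served as the read-out of ARE activation in AREc32 cells treated with compounds for 24 hr at 37 deg C.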
pAkt inh: inhibitors of Akt phosphorylation; Neuro2A IGF-stimulated pAkt S473 HTRF, 20 min; stronger effect = lower value; activity change, % for hits at 50 µM; 360,000 tested, 0.32% active; AID 651550; in the data active = activity change below about -80%; inconclusive = mostly about -51% to -80%; note: % is set by controls: 0 for no effect and ±100 for the full control effect
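Single-point screen (50 µM final compound) in Neuro2A cells stimulated 20 min with 6 nM IGF at 37 deg C. After lysis, Ser473-phosphorylated Akt read by HTRF (ex 330 nm, em 615/665 nm) as the 665/615 ratio.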
A549 tox: counter-screen for Nrf2 inhibitors: cytotoxicity in A549 cells. Potency, µM (doses to about 46 µM), for the others: at the top dose activity change, negative = cytotoxicity, usual class: inhibitors. AID 504648. A549 ARE-Fluc cells, CellTiter-Fluor viability, 18-24 h. 390,000 tested, 0.16% active; note: potency is the fitted concentration of half-maximal effect; % is set by controls: 0 for no effect and ±100 for the full control effect
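Cytotoxicity counterscreen: CellTiter-Fluor fluorescence was measured in A549 ARE_Fluc cells after 18-24 h of compound exposure in a concentration series. The subsequent BugLite luminescent read reports ARE-luciferase activity.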
Nrf2 inh: blocks Nrf2 signaling; A549 ARE-Fluc reporter, luciferase luminescence, 18-24 h; Potency, µM (series often up to 46 µM), for inactives: top-dose activity change, negative = inhibition, hits mostly inhibitors; 360,000 tested, 2.1% active; note: potency is the fitted concentration of half-maximal effect; % is set by controls: 0 for no effect and ±100 for the full control effect; nearly all actives have a fitted effect of over 60% in size
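A549 ARE_Fluc cells, 5000/well, 5% FBS OPTI-MEM; compounds in dose-response, 18-24 h at 37 °C/5% CO2; CellTiter-Fluor viability read (Ex 405/Em 525), then BugLite luciferase luminescence = Nrf2 activity.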
S2 tox: reduces viability in counter-screen for ATXN expression inhibitors; AID 651635; Potency, µM (doses to about 56.7 µM), most hits filed as cytotoxic; S2 cells (HEK-293 line with an ATXN2-luciferase reporter) viability, CellTiter-Fluor protease fluorescence, 24 h; 400,000 tested, 0.49% active; note: potency is the fitted concentration of half-maximal effect; nearly all actives have a fitted effect of over 40% in size
MmCpn inh: M. maripaludis TRiC chaperonin inhibition | purified Mm-Cpn ATPase, ADP Transcreener TR-FRET | 330,000 tested, 0.031% active | Potency, µM (titrated, usually from 76.9 µM), inactives show at the highest dose activity, negative = inhibition, usual class: inhibitors; note: potency is the fitted concentration of half-maximal effect; % is set by controls: 0 for no effect and ±100 for the full control effect; nearly all actives have a fitted effect of over 80% in size
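Purified archaeal chaperonin (25 nM final) was preincubated with compound for 10 min at 37°C, then ATP (10 uM final) was added for 30 min at 37°C in Tris pH 7.4/KCl/MgCl2/DTT buffer. ADP was quantified by HTRF Transcreener TR-FRET.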
TGFb SMAD3 inh: TGF-b pathway inhibition | HepG2 CAGA-GFP TGF-b/SMAD3 reporter, GFP fluorescence, 18 h; TGF-beta stimulated, 500 pg/mL final | Potency, µM (highest dose often 46.1 µM), without a hit: top-dose activity, negative = inhibition, hits mostly inhibitors | 410,000 tested, 1.2% active; note: potency is the fitted concentration of half-maximal effect; % is set by controls: 0 for no effect and ±100 for the full control effect; nearly all actives have a fitted effect of over 65% in size
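Read-out: total well GFP (ex488/em500-530) summed from mean per-cell fluorescence. Cells: HEPG2 CAGA-GFP, 1% FBS DMEM, 18 h at 37 degrees C with 500 pg/mL final TGF-beta. Unstimulated wells served as the full-inhibition control; stimulated DMSO wells = 0%.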
HepG2 viability: HepG2 cytotoxicity, counter-screen for TGF-b inhibitors; AID 588856; Potency, µM (series often up to 46.1 µM), for the others: top-dose activity change, negative = cytotoxicity, hits mostly cytotoxic; HepG2 CAGA-GFP viability, ATP luminescence, 18 h; 410,000 tested, 0.76% active; note: potency is the fitted concentration of half-maximal effect; some results filed as inactive show a strong effect at the top dose
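HepG2 CAGA-GFP cells (1000/well, DMEM with 1% FBS) received compound, then TGF-beta at 500 pg/mL final, and were incubated 18 hours at 37 degrees C. Viability was read by CellTiter-Glo luminescence. Media-only wells were set as complete cell-killing and DMSO as no toxicity.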
* marks the source's active call; other numbers are inactive results; i = inactive; ? = inconclusive; / = not tested or not shown; & = joins results of further samples; [ ] = dose if it differs, or a comment. Unless noted, calls come from the whole dose curve; as a rule, active = well fitted curve in the direction sought with a large enough effect; inconclusive = small, poorly fitted or top-dose-only effect, or another doubt; inactive = no such curve, though single readings can be large; an effect the other way counts as inactive or inconclusive. Rows are unselected. Share with any hit: about 4.4%.

entry	SMILES	HepG2 viability	CCT modulator	TGFb SMAD3 inh	Nrf2 activator	MmCpn inh
1	CCOC(=O)c1ccc(NC(=O)c2nc[nH]c2C(=O)N[C@@H](C)CO)cc1	2%	-1.3	-22%	0.1%	/
2	CN(C)c1nc(NCc2ccccc2)nc(SCC(=O)Nc2ccccc2)n1	0%	-2.7	?	0.2%	0%
3	O=S(O)OC1CS(=O)(=O)CC1c1ccccc1 (configuration not stated)	-3%	-3.6	13%	0.1%	3%
4	CC(NC(=O)NC1CCCCC1)c1ccc2c(c1)OCO2 (configuration not stated)	-11%	0.9	0%	-0.5%	-1%
5	COc1ccc(CNC(=O)c2cncc(Br)c2)cc1	-2%	0.0	-6%	0.3%	0%
6	NC(Cc1ccc(Cl)cc1)c1csc(Nc2nccc(C(F)(F)F)n2)n1 (configuration not stated)	-105%	-0.4	?	5.9%	/
7	Cc1ccc(S(=O)(=O)NC(=O)Nc2ccc(F)c(F)c2)cc1	-12%	0.8	0%	-0.5%	3%
8	CC(=O)N1CN(CCCn2ccnc2)Cc2c1sc1c2CCCC1	-8%	-1.9	16%	0.6%	0%
9	CCOC(=O)CC1NC(=O)c2ccccc21 (configuration not stated)	-15%	-0.1	17%	-0.3%	1%
10	CCC(=O)c1ccc(OCC(=O)Nc2ccc(N3CCCCC3)cc2)cc1	0%	0.9	3%	0.5%	0%

entry	A549 tox	Nrf2 inh	pAkt inh	S2 tox
1	/	/	i	i
2	-11%	23µM*	i	i
3	1%	-1%	i	i
4	6%	3%	i	i
5	9%	4%	i	i
6	/	/	i	i
7	2%	-3%	i	i
8	-4%	4%	i	i
9	18%	-12%	i	?
10	-2%	-1%	i	i

entry	SMILES	HepG2 viability	CCT modulator	TGFb SMAD3 inh	Nrf2 activator	MmCpn inh
11	O=C(NCc1cccs1)c1cc(C2CC2)on1	-7%	-0.9	6%	-0.3%	-1%
12	CCN(c1ccccc1)S(=O)(=O)c1c(C)nc2scc(C)n2c1=O	-7%	/	-1%	-0.7%	/
13	CC(C)CNC(=S)NC1CCCC1	-2%	0.2	8%	2.2%	2%
14	CC(C)C12NC(=O)NC(=O)N1CCS2 (configuration not stated)	-25%	-2.6	1%	15%	/
15	CCOC(=O)c1c(NC(=O)C2C3C=CC(CC3)C2C(=O)O)sc(C)c1C (configuration not stated)	-2%	-2.8	-13%	-0.1%	-3%
16	CC(C)C[C@H](NC(=O)C1(c2ccccc2)CCN(C(=O)OC(C)(C)C)CC1)C(=O)N1CCC[C@H]1C(=O)O	-7%	1.0	-3%	-0.7%	0%
17	Cn1c(CC(=O)Nc2ccccc2)c(Sc2ccccc2)c2ccccc21	-5%	-1.1	-4%	0.3%	-1%
18	O=C(CSc1nc(-c2ccccc2)c(-c2ccccc2)[nH]1)Nc1nccs1	-35%	-1.3	?	4.2%	3%
19	Cc1ccc(S(=O)(=O)CCC(=O)c2ccc(F)cc2)cc1	-98%	-2.8	?	5.5%	?
20	Cc1cc(N2CCN(C(=O)OC(C)(C)C)CC2)n2ncnc2n1	-7%	0.7	1%	-0.3%	1%

entry	A549 tox	Nrf2 inh	pAkt inh	S2 tox
11	3%	?	i	/
12	1%	10%	/	i
13	1%	1%	i	?
14	9%	12%	i	i
15	0%	-6%	i	i
16	-9%	?	/	i
17	0%	-16%	i	i
18	?	?	i	?
19	-1%	2%	i	i
20	10%	-11%	i	?

entry	SMILES	HepG2 viability	CCT modulator	TGFb SMAD3 inh	Nrf2 activator	MmCpn inh
21	CCOc1ccc(C(=O)C2CCN(CC(=O)Nc3nccs3)CC2)cc1	-10%	-0.3	-9%	2.2%	2%
22	CC1CCN(S(=O)(=O)c2ccc3c(c2)N(CC(=O)NCCCN2CCCCC2)C(=O)CS3)CC1	-1%&-10%	-1.0	0%&-2%	-0.4%&4.3%	-5%
23	CCc1ccc(NS(=O)(=O)c2ccc(NC(=O)N3CCCC3)cc2)cc1	-2%	/	-26%	4.1%	/
24	O=C(Nc1ccc(-c2cn3c(n2)SCC3)cc1)c1ccc2ccccc2n1	-29%	-11	-19%	3.7%	-4%
25	Cc1ccc(C(=O)NNC(=O)CSc2nnc(-c3ccncc3)n2C)cc1	-24%	-19	0%	0.1%	3%
26	FC(F)(F)C1=NNC(c2ccc3ccccc3c2)=NN1	-24%	-0.3	0%	13%	/
27	CC(=O)NC(C)c1nc2ccccc2n1Cc1ccccc1Cl (configuration not stated)	-10%	/	-13%	0.0%	/
28	COc1cc(C(O)c2nc(-c3ccccc3)cs2)ccc1F (configuration not stated)	-14%	-0.2	-2%	3.3%	/
29	COc1cc2cc(C(=O)Nc3ccc4c(c3)OCCO4)[nH]c2cc1OC	-2%	0.1	16%	0.0%	-1%
30	COc1ccc(F)cc1S(=O)(=O)NCc1cc(=O)n(C)c(=O)n1C	2%	1.8	3%	-0.4%	-1%

entry	A549 tox	Nrf2 inh	pAkt inh	S2 tox
21	3%	-16%	i	i
22	0%&1%	3%	i	i
23	1%	/	/	i
24	-19%	?	i	?
25	-8%	?	i	i
26	/	/	i	i
27	-1%	-6%	/	i
28	/	/	i	i
29	0%	6%	i	i
30	1%	12%	i	i

entry	SMILES	HepG2 viability	CCT modulator	TGFb SMAD3 inh	Nrf2 activator	MmCpn inh
31	CCCCn1c(N)c(N(CCC(C)C)C(=O)c2cccc(S(=O)(=O)N3CCN(C)CC3)c2)c(=O)[nH]c1=O	5%	1.0	?	0.2%	0%
32	Cc1cccc(/C=C2\CCC(=C3SCCCS3)C2=O)c1	-48%	-0.3	0%	3.1%	1%
33	CC(C)[C@H](NC(=O)c1ccc(Cl)cc1Cl)C(=O)NNC(=O)c1ccco1	-4%	-2.4	0%	3.6%	-5%
34	Cc1cc(NC(=O)CN2C(=O)NC3(CCCCCC3)C2=O)ccc1Br	-23%	-0.3	-4%	-0.2%	-2%
35	CC(=O)OCC1(C)CN(c2ccccc2)N(C(=O)c2ccc(C(C)(C)C)cc2)C1=O (configuration not stated)	-10%	0.8	-20%	5.8%	0%
36	COc1ccc(N(CC(=O)Nc2ccc(OC)cc2OC)S(=O)(=O)c2ccccc2)cc1	-27%	-1.0	-15%	0.1%	-4%
37	Oc1cccc(NC(=S)N=Nc2c(O)[nH]c3ccccc23)c1	-7%	0.3	?	8.0%	-5%
38	O=C(Nc1ccc(Cl)cn1)C1CCCN1S(=O)(=O)c1ccc(Cl)cc1 (configuration not stated)	-34%	-8.0	-21%	-1.0%	-19%
39	CC(=O)Nc1ccc(S(=O)(=O)NCCc2ccccc2)cc1	0%	0.0	22%	-0.9%	0%
40	CC(C)=CCC/C(C)=C/CNC(=O)C[C@H]1C[C@H](C(=O)N2CCCCC2)[C@@]2(C)c3[nH]c4cc(CCC(=O)N(C)C)ccc4c3CCN2C1=O	-47%	0.7	?	1.1%	-1%

entry	A549 tox	Nrf2 inh	pAkt inh	S2 tox
31	-6%	17%	i	i
32	-22%	?	i	?
33	16%	23%	i	i
34	-5%	?	i	i
35	-2%	8%	i	?
36	-17%	-17%	i	?
37	-13%	1%	i	i
38	0%	-11%	/	i
39	-2%	/	i	i
40	-13%	?	i	32µM*

entry	SMILES	HepG2 viability	CCT modulator	TGFb SMAD3 inh	Nrf2 activator	MmCpn inh
41	O=C(Nc1ccc2oc(-c3ccc4ccccc4c3)nc2c1)c1cc(Cl)ccc1Cl	-12%	/	-27%	2.6%	/
42	O=[N+]([O-])c1ccc2c(c1)C(=Nc1ccccc1)c1ccccc1-2	-16%	-3.5	-7%	-0.7%	/
43	CC/C(C)=N/Oc1nc(C)cc(C)n1	43%	-1.0	0%	-1.0%	?
44	CCOc1ccc(C(=O)Oc2c(Sc3ccccc3)c(C)nn2C(C)(C)C)cc1OCC	-20%	/	-11%	-0.7%	/
45	Cc1cc(C)c2nc(-c3ccccn3)cc(C(=O)Nc3cc(C)on3)c2c1	-36%	-0.5	?	2.6%	1%
46	O=C1NC(=O)c2c(NC(=O)C3CCCO3)cccc21 (configuration not stated)	1%	1.1	-5%	-0.8%	/
47	CCCCNC(=S)NNC(=O)CCn1nc(C)c(Br)c1C	-6%	-1.3	-15%	2.9%	0%
48	CCCCn1c(O)c2n(c1=O)Cc1ccccc1N=C2c1ccccc1	-35%	1.8	-25%	13%	/
49	O=S(=O)(Nc1ccc(S(=O)(=O)N2CCCC2)cc1)c1ccc(F)cc1	-7%	-0.9	-8%	-0.3%	2%
50	CC(C)Nc1ccc(C(CC(N)=O)NC(=O)Cc2ccc(Br)cc2)cc1[N+](=O)[O-] (configuration not stated)	-18%	1.0	6%	0.6%	2%
51	CCOC(=O)N/N=C\c1ccc(OC/C=C/c2ccccc2)cc1	-8%	-2.4	-5%	-0.1%	-12%

entry	A549 tox	Nrf2 inh	pAkt inh	S2 tox
41	2%	3%	/	/
42	1%	?	i	i
43	1%	-2%	i	i
44	9%	-5%[9.27 µM]	/	i
45	9%	/	i	i
46	-5%	1%	/	i
47	?	3%	i	i
48	/	/	i	i
49	7%	-12%	i	i
50	-19%	?	i	?
51	5%	9%	i	i

Entries of single compounds, quoted from the list. Screens in order: HepG2 viability, CCT modulator, TGFb SMAD3 inh, Nrf2 activator, MmCpn inh, A549 tox, Nrf2 inh, pAkt inh, S2 tox
Profile of O=S(=O)(Nc1ccc(S(=O)(=O)N2CCCC2)cc1)c1ccc(F)cc1 = -7%, -0.9, -8%, -0.3%, 2%, 7%, -12%, i, i
Profile of O=[N+]([O-])c1ccc2c(c1)C(=Nc1ccccc1)c1ccccc1-2 = -16%, -3.5, -7%, -0.7%, /, 1%, ?, i, i
Profile of CCOC(=O)N/N=C\c1ccc(OC/C=C/c2ccccc2)cc1 = -8%, -2.4, -5%, -0.1%, -12%, 5%, 9%, i, i
